PI5P4Ka inh = qHTS for Inhibitors of phosphatidylinositol 5-phosphate 4-kinase (PI5P4K) | Phosphatidylinositol 5-phosphate 4-kinase type-2 alpha (Homo sapiens), P48426 | PI5P4Kalpha enzyme, ADP-Glo luminescence, 60 min; active compounds read low | max response, % | hit rate 1.2% among 330,000 | AID 652105, 2013; active = max response of -50% or lower; inconclusive = between -30% and -50%; inactive = -30% or higher; note: value at the top dose of about 77 µM; % is set by controls: 0 for no effect and ±100 for the full control effect
Target sequence (P48426 whole entry, looked up): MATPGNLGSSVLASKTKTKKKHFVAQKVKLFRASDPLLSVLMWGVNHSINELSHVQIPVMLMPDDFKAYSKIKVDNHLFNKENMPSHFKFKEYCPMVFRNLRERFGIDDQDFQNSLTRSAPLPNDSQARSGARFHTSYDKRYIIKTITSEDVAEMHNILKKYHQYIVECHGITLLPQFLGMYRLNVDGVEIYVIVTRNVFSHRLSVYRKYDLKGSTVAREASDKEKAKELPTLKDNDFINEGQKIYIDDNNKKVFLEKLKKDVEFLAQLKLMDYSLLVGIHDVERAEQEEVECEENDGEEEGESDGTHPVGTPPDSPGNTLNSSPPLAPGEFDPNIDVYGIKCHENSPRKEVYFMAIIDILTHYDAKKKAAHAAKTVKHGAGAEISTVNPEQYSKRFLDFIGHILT
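Luminescence from ADP-Glo served as readout of PI5P4Kalpha activity in a qHTS format. Reaction: enzyme, substrate, compound, ATP at 5 microM final, 60 min at RT.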
EPAC1 antag = qHTS for Antagonist of cAMP-regulated guanine nucleotide exchange factor 3 (EPAC1): primary screen; Rap guanine nucleotide exchange factor 3 (Homo sapiens), O95398; EPAC1 GEF assay, Rap1b-BODIPY-GDP exchange fluorescence; Potency, µM (series often up to 115 µM), for the others: at the top dose activity change, negative = inhibition, most hits filed as inhibitors; hit rate 0.14% among 360,000; AID 720709, 2013;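 note: potency is the fitted concentration of half-maximal effect; plate controls were vehicle for no effect and positive control for full effect; nearly all actives have a fitted effect of over 50% in size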
WRN helicase inh = qHTS for Inhibitors of WRN Helicase; Bifunctional 3'-5' exonuclease/ATP-dependent helicase WRN (Homo sapiens), Q14191; WRN helicase unwinding, fluorescent forked duplex, kinetic; Potency, µM (highest dose often 114 µM), inactives show at the highest dose activity change, negative = inhibition, usual class: inhibitors; hit rate 0.46% among 360,000; AID 651768, 2012; note: potency is the fitted concentration of half-maximal effect; % is set by controls: 0 for no effect and ±100 for the full control effect; nearly all actives have a fitted effect of over 55% in size
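WRN at 20 nM final was preincubated with compound for 15 min at room temperature; reaction started with 100 nM forked duplex oligonucleotide carrying fluorophore and quencher plus 2 mM ATP (final). Unwinding followed kinetically by red fluorescence (ex 525/em 598 nm).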
FUS yeast rescue = qHTS for Suppressors of FUS Proteinopathy: Primary screen using FUS-linked yeast assay; S. cerevisiae FUS-expressing, growth rescue, OD600, 24 h; AID 1347120, 2019; Potency, µM (titrated, usually from 76.6 µM), for the others: top-dose growth rescue (activation), usual class: activators; hit rate 0.24% among 390,000;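 note: potency is the fitted concentration of half-maximal effect; plate controls were DMSO vehicle for no effect and reference control for full effect; nearly all actives have a fitted effect of over 55% in size; some results filed as inactive show a strong effect at the top dose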
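Toxicity suppression screen in FUS-yeast. Cells induced with 2% galactose, starting OD 0.005, treated 24hr at 30C with compounds at multiple final concentrations; growth by OD600.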
EPAC1 agonist = qHTS for Agonist of cAMP-regulated guanine nucleotide exchange factor 3 (EPAC1): primary screen | hit rate 0.073% among 360,000 | EPAC1 agonist qHTS, biochemical assay; response scale: 100% = response to 6.5 mM cAMP | AID 720707, 2013 | Potency, µM (highest dose often 154 µM), for inactives: at the top dose activation, actives largely listed as activators; note: potency is the fitted concentration of half-maximal effect; nearly all actives have a fitted effect of over 60% in size
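Multi-concentration qHTS readout: loss of Rap1B-bound BODIPY-GDP fluorescence driven by 100 nM EPAC1 with excess GDP (50 uM), monitored kinetically at room temperature; agonist response expressed relative to 6.5 mM cAMP.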
IL2 activator = qHTS of IL-2 Activators; IL-2 activation reporter assay, cell-based qHTS; stimulated with anti-CD3/CD4/CD28 beads; in transgenic mouse T cells; activation, % (series mostly up to about 46 µM); hit rate 0.065% among 360,000; AID 652025, 2013; in the data active = activation above about 50%; inconclusive = mostly about 30% to 49%; note: 0% is about no effect
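EGFP and DsRed fluorescence is measured by plate cytometry in unstimulated transgenic mouse T cells exposed to compound for 60 minutes, then stimulated 18 hours at 37 degrees C with anti-CD3/anti-CD4 beads plus anti-CD28.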
PLK1 PBD block = qHTS for Inhibitors of PLK1-PDB (polo-like kinase 1 - polo-box domain): Primary Screen. Plk1 PBD binding of FITC phosphopeptide, fluorescence polarization. Potency, µM, for inactives: max response, negative = inhibition, most hits filed as inhibitors. hit rate 2.8% among 360,000. AID 720504, 2013; note: potency is the fitted concentration of half-maximal effect; series mostly up to about 57 µM; % is set by controls: 0 for no effect and ±100 for the full control effect; nearly all actives have a fitted effect of over 65% in size
Target sequence (P53350 whole entry, looked up, the tested form may be a part): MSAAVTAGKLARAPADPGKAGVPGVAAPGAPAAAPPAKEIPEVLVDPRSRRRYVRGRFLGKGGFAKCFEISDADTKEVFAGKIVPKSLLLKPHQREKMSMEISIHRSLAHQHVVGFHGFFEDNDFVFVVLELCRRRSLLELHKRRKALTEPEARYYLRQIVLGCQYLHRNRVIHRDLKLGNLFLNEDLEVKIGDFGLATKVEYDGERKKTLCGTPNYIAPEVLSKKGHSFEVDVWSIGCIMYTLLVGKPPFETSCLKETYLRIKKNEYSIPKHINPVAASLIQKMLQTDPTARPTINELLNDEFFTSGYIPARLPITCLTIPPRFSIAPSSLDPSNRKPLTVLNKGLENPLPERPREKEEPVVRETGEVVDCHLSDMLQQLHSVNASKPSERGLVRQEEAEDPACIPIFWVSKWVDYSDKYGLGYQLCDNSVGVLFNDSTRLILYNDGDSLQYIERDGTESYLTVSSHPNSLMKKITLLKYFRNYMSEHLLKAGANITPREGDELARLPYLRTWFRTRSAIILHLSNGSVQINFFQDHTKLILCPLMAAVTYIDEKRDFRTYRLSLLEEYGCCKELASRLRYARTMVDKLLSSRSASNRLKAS
Abeta rescue = qHTS for compounds that reverse cellular toxicity of Amyloid beta (A-beta) peptide in yeast: Primary Screen | yeast expressing A-beta42, growth rescue, OD600, 48 h; response scale: 0% DMSO, 100% iron-clioquinol control | AID 1347071, 2019 | hit rate 0.063% among 410,000 | Potency, µM (titrated, usually from 46.1 µM), for inactives: top-dose growth rescue, actives largely listed as activators; note: potency is the fitted concentration of half-maximal effect; nearly all actives have a fitted effect of over 55% in size
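Yeast growth medium received pinned compounds, then yeast cells expressing toxic A-beta were added; plates incubated at 30 C for 48 hr. Growth read as absorbance at 600 nm, normalized to DMSO and equimolar FeCl3 plus clioquinol controls.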
aSyn rescue = qHTS of alpha-syn Inhibitors; Potency, µM (highest dose often 46.1 µM), for inactives: at the top dose growth rescue (activation), most hits filed as activators; AID 652106, 2013; hit rate 0.14% among 370,000; Yeast expressing alpha-synuclein, growth rescue, BacTiter-Glo, 24 h; note: potency is the fitted concentration of half-maximal effect; % of control where 0% means no effect; nearly all actives have a fitted effect of over 65% in size
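Galactose-induced alpha-syn yeast (OD600=0.02, raffinose-pregrown) + pinned cpd, 24 hr, 30 deg C; growth by BacTiter-Glo luminescence. Growth restoration scores as activation.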
* hit, by the source's call; ? = inconclusive; / = no result given; [ ] = remark or other dose. Unless noted, calls come from the whole dose curve; as a rule, active = well fitted curve in the direction sought with a large enough effect; inconclusive = small, poorly fitted or top-dose-only effect, or another doubt; inactive = no such curve, though single readings can be large; an effect the other way counts as inactive or inconclusive.

SMILES	PI5P4Ka inh	EPAC1 antag	WRN helicase inh	FUS yeast rescue	EPAC1 agonist	IL2 activator	PLK1 PBD block	Abeta rescue	aSyn rescue
CC(=O)N1CCc2cc(S(=O)(=O)NCCC3=CCCCC3)ccc21	3.7	-26.8%	6.2%	12.0%	9.8%	-2.4	-9.5%	8.8%	0.3%
O=C(CSc1nnc(CNC(=O)c2c(F)cccc2F)o1)NCc1ccc(F)cc1	3.5	4.0%	6.9%	-8.1%	3.1%	-0.5	-8.1%	12.4%	-0.2%
C#Cc1ccc([C@@H]2C=C(C(=O)OCC=C)O[C@H](OCCCCO)C2)cc1	?	-3.5%	-20.2%	14.1%	-4.0%	0.1	-8.9%	-22.1%	10.2%
Cc1cc2c(cc1C)CSC(c1ccccc1OC(=O)C(C)C)SC2	-2.0	-1.4%	3.8%	-12.4%	-0.2%	-1.7	2.3%	12.9%	-1.7%
COc1ccccc1NC(=O)Nc1ccc(Cc2ccncc2)cc1	5.0	-21.0%	-14.0%	5.2%	2.5%	0.6	1.1%	7.6%	-1.3%
Cc1oc2ccc(OCc3cccc(Cl)c3)cc2c1C(=O)O	?	-0.2%	4.3%	-19.5%	10.5%	-0.9	-15.6%	6.6%	11.2%
CC1CC(C)CN(C(=S)NC2CCCCC2)C1 (stereo not drawn)	-4.6	-11.8%	-21.5%	/	-2.7%	1.4	?	?	-0.9%
COc1ccc(/C=N/NC(=O)CC(=O)NCc2cccnc2)cc1[N+](=O)[O-]	6.5	16.0%	-21.0%	/	4.3%	-4.2	2.9%	-12.3%	-2.3%
CCOc1ccc(CN(C)C(=O)c2cccc(S(=O)(=O)N3CCCC3)c2)cc1OC	2.8	-15.0%	-5.5%	10.8%	-6.6%	-0.5	-6.5%	-14.6%	-5.7%
COc1ccc(CCNC(=O)C(C(=O)c2ccccc2)n2cc(Cl)ccc2=O)cc1OC (stereo not drawn)	0.8	8.8%	11.5%	/	5.2%	-3.2	-6.6%	5.7%	5.2%
COc1ccccc1NC(=O)Cn1cnc2c(cnn2-c2ccc(C)c(C)c2)c1=O	8.5	-11.1%	-2.7%	/	-4.9%	-1.3	-6.5%	-4.1%	1.5%
COc1cc(CN2CCC(C(=O)NC(c3ccc(-c4ccccc4)cc3)c3cnccn3)CC2)cc(OC)c1 (stereo not drawn)	3.9	8.8%	-5.0%	19.3%	-5.4%	-0.6	-5.6%	-20.2%	1.1%
Cc1ccc(CC(NC(=O)c2ccc(C)cc2)C(=O)O)cc1 (stereo not drawn)	-1.2	-3.3%	-3.5%	3.8%	8.5%	-0.5	-5.7%	12.1%	6.8%
Cc1ccc(Cc2c(-c3cccc(Cl)c3)nc3cc(C)c(Br)c(C)n23)cc1	0.8	6.9%	-8.5%	3.0%	1.9%	0.0	-3.9%	-1.5%	-2.2%
O=[N+]([O-])c1ccc(N2CCC(=NOCc3ccc(Cl)cc3)CC2)cc1	/	?	1.2%	19.0%	3.4%	-0.2	-3.9%	13.2%	0.4%
CCOc1ccc(N2C(=O)CC(N3CCC(NC(=O)Nc4ccccc4)CC3)C2=O)cc1 (stereo not drawn)	10.3	17.9%	-14.9%	-29.8%	-14.1%	-1.0	-2.9%	5.8%[9.22 µM]	23.2%
O=C(Nc1ccc2nc(C(F)(F)F)[nH]c2c1)[C@@H]1O[C@H](CO)[C@@H](O)[C@H]1O	-3.5	-0.3%	4.8%	-18.2%	7.5%	0.2	-8.3%	-7.7%	-2.5%
O=C(CC1C(=O)NCCN1Cc1cccc(C(F)(F)F)c1)NCCCOc1cccnc1 (stereo not drawn)	-1.0	1.6%	2.9%	2.9%	3.1%	-1.8	-0.3%	0.3%	1.5%
O=C1CCCC2=C1C(c1ccccc1)CC(=O)N2c1ccccc1 (stereo not drawn)	8.0	2.0%	-29.7%[57.1 µM]	-29.8%	5.0%	1.4	-0.9%	26.2%	-0.3%
CCOC(=O)C1CCN(CC(C)(C)NS(=O)(=O)c2ccc(Cl)cc2)CC1	1.0	-7.8%	-9.0%	14.6%	-3.8%	-0.9	0.0%	9.4%	6.7%
COc1cc(C(=O)OCC(=O)Nc2ccc(F)cc2F)cc(OC)c1OC	1.1	-0.3%	-8.7%	7.0%	0.7%	-1.6	-6.7%	-7.7%	/
O=C(CNCCO)NC12CC3CC(CC(C3)C1)C2	6.0	-6.8%	-3.1%	5.8%	-1.4%	0.3	-10.5%	10.3%	-1.3%
COc1ccc(S(=O)(=O)NCc2ccccn2)cc1OC	1.3	6.2%	-0.4%	5.4%	11.1%	-6.0	-5.0%	-13.7%	-2.2%
O=C(c1ccc(Cl)cc1Cl)N1CCN(c2ccc(N3CCOCC3)nn2)CC1	-8.5	4.6%	4.9%	11.9%	-6.5%	-2.5	-1.0%	0.0%	0.8%
CC(C)c1ccc(C(=O)NCCCN2CCOCC2)cc1	1.2	17.4%	4.8%	-16.9%	13.5%	-0.1	-9.6%	1.2%	2.0%

Gathered by group, the entries above containing a nitro group on carbon.
SMILES	PI5P4Ka inh	EPAC1 antag	WRN helicase inh	FUS yeast rescue	EPAC1 agonist	IL2 activator	PLK1 PBD block	Abeta rescue	aSyn rescue
COc1ccc(/C=N/NC(=O)CC(=O)NCc2cccnc2)cc1[N+](=O)[O-]	6.5	16.0%	-21.0%	/	4.3%	-4.2	2.9%	-12.3%	-2.3%
O=[N+]([O-])c1ccc(N2CCC(=NOCc3ccc(Cl)cc3)CC2)cc1	/	?	1.2%	19.0%	3.4%	-0.2	-3.9%	13.2%	0.4%

The list goes on.
SMILES	PI5P4Ka inh	EPAC1 antag	WRN helicase inh	FUS yeast rescue	EPAC1 agonist	IL2 activator	PLK1 PBD block	Abeta rescue	aSyn rescue
COc1ccc(S(=O)(=O)N2CCC(N3CCN(c4ccccc4OC)CC3)CC2)cc1	6.3	-26.3%	-17.9%	6.1%	16.8%	1.3	1.7%	-5.5%	-5.8%
COc1cccc(NS(=O)(=O)c2ccc3[nH]cc(C(=O)NC4CC4)c(=O)c3c2)c1	0.6	-9.4%	-47.2%	/	-9.9%	-3.2	-8.9%	-0.6%	-0.4%
O=C(CN1CCOCC1)n1c2ccccc2c2ccccc21	-1.2	7.4%	-27.2%[57.1 µM]	-16.3%	5.3%	-3.1	-7.9%	10.2%	6.3%
COc1cc2c(C(F)(F)F)c(-c3ccc(C#N)cc3)oc(=O)c2cc1OC	-3.9	-5.4%	6.0%	-17.1%	4.8%	-1.6	-6.8%	1.7%	0.8%
Cn1c(=O)c2c(nc(NCCNC(=O)c3ccco3)n2Cc2ccccc2F)n(C)c1=O	-1.8	6.8%	-27.4%	0.5%	3.4%	0.9	2.8%	-4.9%	3.7%
Cc1nc(-c2ccccc2)cs1	/	-9.7%	3.4%	14.7%	14.9%	1.7	-3.2%	-1.7%	1.5%
CC[C@H]1OC(=O)[C@H](C)[C@@H](O[C@H]2C[C@@](C)(OC)[C@@H](O)[C@H](C)O2)[C@H](C)[C@@H](O[C@@H]2O[C@H](C)C[C@H](N(C)C)[C@H]2O)[C@](C)(O)C[C@@H](C)[C@@H]2N[C@@H](COCCOC)O[C@H]([C@H]2C)[C@]1(C)O	19.5	10.8%	4.1%	-25.6%	-16.1%	-0.1	-15.3%	8.4%	2.1%
CCOC(=O)C1=CN2CCC[C@H]2CC1=O	0.2	-8.0%	7.4%	-29.1%	-18.1%	0.2	-15.8%	-3.4%	-0.8%
COCCCNC(=O)C1CC(=O)N(C2CCCC2)C1 (stereo not drawn)	/	2.5%	3.4%	-24.7%	3.0%	-0.5	-5.2%	8.5%	0.5%
O=C(Nc1cc(S(=O)(=O)N2CCOCC2)ccc1N1CCOCC1)c1cc(=O)[nH]c2ccccc12	0.0	-14.6%	-0.5%	28.7%	1.0%	-1.1	-7.0%	-18.1%	-1.8%
O=C1COc2ccc(C(=O)COC(=O)CNC(=O)c3ccco3)cc2N1	2.3	-9.1%	-6.1%	9.4%	3.3%	-2.5	-6.0%	-2.5%	-4.8%
CCn1c(SCC(=O)NCCc2ccc(F)cc2)nnc1-c1cccs1	-11.0	-0.7%	7.5%	18.4%	-7.1%	-1.0	-8.5%	6.9%	2.0%
CCc1cc2cc(C)ccc2nc1SCC(=O)N1CC(=O)Nc2ccccc21	-8.5	0.5%	-7.0%	31.5%	3.2%	-0.8	5.7%	10.6%	4.4%
O=c1oc2cc(OCCO)ccc2c2c1CCCC2	-0.2	8.2%	-1.9%	0.1%	20.7%	1.3	-1.7%	-6.1%	2.9%
O=C(Nc1cccc(-c2cn3cccnc3n2)c1)Nc1ccccc1F	5.3	-4.9%	-20.5%	21.1%	-7.6%	-1.3	-9.0%	-2.6%	5.4%
COc1ccc(/C=N/NC(=O)Cn2cc(C(F)(F)F)ccc2=O)cc1	2.7	-2.3%	-1.9%	10.6%	5.7%	-0.1	1.1%	30.4%	0.6%
O=C(NCCc1ccc2c(c1)OCO2)C1CCN(S(=O)(=O)c2ccc(Cl)cc2)CC1	/	10.7%	-1.6%[57.1 µM]	-0.4%	-6.9%	-1.1	0.3%	-0.7%	8.0%
O=C(NCc1nc2ccccc2[nH]1)C1=C[C@H](c2ccc(Br)cc2)C[C@H](OCc2ccc(CO)cc2)O1	-2.6	-28.2%	-4.1%	?	1.6%	0.9	-2.3%	-1.4%	-6.6%
Oc1cc(NCCN2CCOCC2)cc2cccnc12	/	-4.2%	/	11.3%	15.6%	-0.4	/	-1.1%	/

Screens as filed in PubChem BioAssay.
